SENP8 block-1 = human SENP8 protease inhibitors, primary screen, biochemical, fluorescence, Nedd8 protein substrate, uHTS; Sentrin-specific protease 8 (Homo sapiens), Q96LD8; recombinant SENP8; inhibition, % at 20 µM; hit rate 0.64% among 360,000; AID 602440, 2012; in the data active = inhibition mostly above about 40%, no sharp cut-off; inactive = mostly below about 27%
SENP1 FRET inh = human SENP1 catalytic domain inhibitors, primary screen, biochemical, FRET, uHTS | recombinant SENP1 catalytic domain, CyPet-SUMO1-YPet FRET cleavage | hit rate 0.21% among 360,000 | inhibition, % at 10 µM;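 active = inhibition at least 30% at 10 µM, raw YFP signal under a set limit, fluorescence ratio 0.5 to 1.5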;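 also: 0% = enzyme with DMSO and 100% = no enzyme wells; some results filed as inactive read as strong as hits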
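Test system: hSENP1 catalytic domain, recombinant; Amount: 20 pM final SENP1 enzyme; Medium: Tris pH 8 buffer plus EDTA, NaCl, BME, BSA, NP40, catalase; Schedule: 50 min enzyme reaction, room temperature, light-protected; Technique: FRET fluorescence in CFP and YFP emission channels; Controls: no-enzyme wells low, DMSO-plus-enzyme wells high control.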
HKDC1 inhibitor = HKDC1 hexokinase inhibitors, primary screen, biochemical, fluorescence, uHTS; Q2TB90; recombinant HKDC1, G6PDH/diaphorase resazurin coupled fluorescence; inhibition, % at 20 µM; hit rate 0.16% among 340,000; AID 493160, 2011;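 active = inhibition above about 35% when tested at 20 µM, limit read from the data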;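 also: plate controls were DMSO wells with enzyme for no effect and DMSO wells lacking enzyme for full effect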
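Test system: recombinant HKDC1 (HK5) hexokinase enzyme, produced in-house / Doses: 20 µM test compound, 1% DMSO / Timing: 90 min, room temperature / Detection: G6PDH/diaphorase-coupled fluorescence, 1 mM NADP, 100 µM resazurin, 525/613 nm / Control set: DMSO wells with and without enzyme mix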
SENP7 block = SENP7 protease inhibitors, primary screen, biochemical, luminescence, uHTS. hit rate 1.5% among 330,000. AID 434973, 2010. recombinant SENP7, Z-RLRGG-aminoluciferin luminescence, 40 min. inhibition, % at 5 µM;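 active = inhibition above about 50% at the single test dose, limit read from the data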;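 also: plate controls were DMSO with enzyme for no effect and no enzyme buffer wells for full effect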
SENP6 inh = SENP6 protease inhibitors, primary screen, biochemical, luminescence, uHTS. inhibition, % at 10 µM. hit rate 1.8% among 330,000. Recombinant SENP6 catalytic domain, aminoluciferin luminescence;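 active = inhibition above about 50% at the single tested dose, limit read from the data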;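 also: plate controls were DMSO wells with enzyme for no effect and DMSO wells lacking enzyme for full effect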
SENP8 block-2 = SENP8 protease inhibitors, primary screen, biochemical, luminescence. Sentrin-specific protease 8 (Homo sapiens), Q96LD8. purified SENP8, Z-RLRGG-aminoluciferin cleavage. inhibition, % at 10 µM. hit rate 1.2% among 330,000. AID 2540, 2010; in the data active = inhibition above about 50%
PfGluPho inh = PfG6PD enzyme inhibitors, primary screen, biochemical, fluorescence intensity, uHTS; glucose-6-phosphate dehydrogenase-6-phosphogluconolactonase (Plasmodium falciparum 3D7); PfGluPho enzyme, NADPH resazurin-diaphorase fluorescence; inhibition, % at 20 µM; hit rate 0.78% among 350,000; AID 504690, 2011;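 active = inhibition reaching at least a set limit at 20 µM in the primary screen, cut at about 59% in these data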;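 also: 0% = DMSO wells with substrate and 100% = DMSO wells lacking glucose-6-phosphate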
Apaf1 inhib = inhibitors of human Apaf-1 apoptosome, primary screen, biochemical, DEVD-Rh110 fluorescence, uHTS | reconstituted apoptosome caspase-3 activity | inhibition, % at 20 µM | hit rate 0.71% among 330,000 | AID 489030, 2010; active = inhibition of at least 40% at 20 µM;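 also: plate controls were DMSO wells for no effect and DEVD-CHO caspase inhibitor wells for full effect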
Target sequence (O14727 whole entry, looked up): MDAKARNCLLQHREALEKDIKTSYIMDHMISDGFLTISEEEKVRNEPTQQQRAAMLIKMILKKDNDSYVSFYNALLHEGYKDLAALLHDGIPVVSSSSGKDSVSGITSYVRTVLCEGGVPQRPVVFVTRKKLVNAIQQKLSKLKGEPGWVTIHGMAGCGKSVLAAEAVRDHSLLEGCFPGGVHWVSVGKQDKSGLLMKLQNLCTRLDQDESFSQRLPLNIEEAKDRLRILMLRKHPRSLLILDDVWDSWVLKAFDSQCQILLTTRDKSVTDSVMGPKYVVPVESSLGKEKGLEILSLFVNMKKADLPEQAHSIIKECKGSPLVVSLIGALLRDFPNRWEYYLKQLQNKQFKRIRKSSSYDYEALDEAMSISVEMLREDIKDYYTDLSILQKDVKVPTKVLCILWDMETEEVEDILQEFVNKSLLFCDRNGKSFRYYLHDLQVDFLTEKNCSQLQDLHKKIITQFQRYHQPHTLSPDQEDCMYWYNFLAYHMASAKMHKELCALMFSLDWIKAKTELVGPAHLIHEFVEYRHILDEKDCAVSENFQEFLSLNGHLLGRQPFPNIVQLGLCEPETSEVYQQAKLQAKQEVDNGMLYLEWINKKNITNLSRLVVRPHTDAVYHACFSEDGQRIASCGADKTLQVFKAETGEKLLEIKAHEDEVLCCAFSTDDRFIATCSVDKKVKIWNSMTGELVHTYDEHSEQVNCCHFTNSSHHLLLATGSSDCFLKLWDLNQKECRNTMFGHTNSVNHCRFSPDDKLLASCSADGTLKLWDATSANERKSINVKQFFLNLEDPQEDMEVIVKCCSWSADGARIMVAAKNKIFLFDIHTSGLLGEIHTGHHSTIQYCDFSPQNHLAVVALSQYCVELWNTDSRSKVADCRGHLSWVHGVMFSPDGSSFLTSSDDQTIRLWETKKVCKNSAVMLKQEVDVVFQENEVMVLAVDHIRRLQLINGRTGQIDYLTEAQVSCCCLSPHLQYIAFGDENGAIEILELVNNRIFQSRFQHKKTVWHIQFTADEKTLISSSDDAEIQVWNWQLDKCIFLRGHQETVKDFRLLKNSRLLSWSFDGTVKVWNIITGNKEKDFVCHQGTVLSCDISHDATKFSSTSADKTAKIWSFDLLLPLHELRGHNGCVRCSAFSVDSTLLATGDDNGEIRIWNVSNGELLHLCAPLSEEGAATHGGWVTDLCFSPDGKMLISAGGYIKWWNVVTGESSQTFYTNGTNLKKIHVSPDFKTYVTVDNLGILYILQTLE
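System: reconstituted apoptosome with Apaf-1, cytochrome c, caspase-9, procaspase-3, dATP; Signal: Rh110 fluorescence intensity; Schedule: 30 min compound preincubation, 50 min activation, room temperature; Reagent: cytochrome c trigger plus (Z-DEVD)2-Rh110 caspase-3 substrate.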
An asterisk follows results filed as active; x = not tested or not shown.

molecule | SENP7 block | PfGluPho inh | SENP8 block-2 | Apaf1 inhib | HKDC1 inhibitor | SENP6 inh | SENP1 FRET inh | SENP8 block-1
COc1ccc(-c2nc3cnccn3c2Nc2ccc(C)cc2)cc1 | 11 | 12 | -10 | 19 | 3 | -10 | -41 | -463
O=C(c1ccco1)N1CCN(C(=O)c2cc(=O)[nH]c3ccccc23)CC1 | -8 | 7 | -12 | 2 | -4 | 8 | 0 | -186
OCC#Cc1cnc2ccccc2c1 | -11 | -11 | -8 | 0 | -3 | -5 | 3 | 6
COc1ccc(CN2c3c(Br)cccc3C(=O)CS2(=O)=O)cc1 | 4 | -22 | x | 17 | 1 | x | 0 | -22
CCOC(=O)C1=C(C)N(CC(C)C)C(=O)/C1=C\c1ccc(OCC(=O)Nc2ccccc2)cc1 | 4 | 3 | 2 | 9 | -6 | -9 | 2 | 25
COc1c(C(CC(C)C)OC(C)=O)ccc2c1C(=O)OCc1cc(C)cc(O)c1O2 (stereo not drawn) | 1 | 33 | -4 | -1 | 0 | -13 | -1 | 16
COCCCC1CCN(C(=O)C2CCC(=O)N(CCc3ccccc3)C2)CC1 (stereo not drawn) | -2 | -4 | -4 | -17 | -2 | -5 | 0 | 4
COc1ccc(N2CCN(C(=O)c3ccc(C)cc3Cl)CC2)cc1 | 10 | 0 | 0 | 3 | -5 | -47 | 1 | 14
CN(C)C=Nc1nonc1-c1ccccc1 | -4 | -7 | -7 | -4 | -2 | -13 | 2 | 7
CCCCc1ccc(NC(=O)CN2C(=O)NC(Cc3ccccc3)C2=O)cc1 (stereo not drawn) | 6 | 5 | -3 | 8 | -4 | -12 | -1 | 14
COc1cccc(OC)c1OCc1cc(C2C3CCCC=C3C(C#N)=C(N)C2(C#N)C#N)c(C)cc1C (stereo not drawn) | -3 | 20 | -3 | 13 | 13 | -9 | -22 | -256
C/C(=N\OCC(=O)Nn1c(C)nc2ccccc2c1=O)c1cccs1 | -7 | -13 | -4 | -12 | -5 | 3 | 2 | 20
COc1ccc(C(=O)NCC(=O)N2CC=C(c3ccccc3)CC2)cc1OC | 5 | -5 | -8 | -6 | -2 | -27 | -2 | 4
COc1ccc(-c2nc(CN(C)C(C)c3ccon3)c(C)o2)c(C)c1C (stereo not drawn) | -1 | -2 | -2 | 13 | -8 | 18 | -1 | -18
O=C(c1cc2ccccc2o1)c1cccs1 | 72* | -14 | 51* | 12 | 1 | 11 | 0 | 2
COc1ccc(NC(=O)c2cn(-c3ccccc3)nc2-c2ccncc2)cc1 | -4 | -2 | 4 | 12 | -8 | 11 | 4 | 11
O=C(COC(=O)C12CC3CC(CC(O)(C3)C1)C2)N1CCN(S(=O)(=O)c2ccc(Cl)cc2)CC1 | -11 | -9 | -12 | 7 | -6 | -9 | -1 | 5
CCN1C(=O)CSC1=Nc1cccc(C(=O)O)c1 | -10 | -12 | -8 | -3 | -1 | -15 | 0 | 5
CS(=O)(=O)n1nc(-c2ccco2)nc1N | 3 | -21 | 0 | 3 | -8 | 12 | -3 | 11
CCC(C)Sc1nnc(NC(=O)C2CCN(C(=O)c3ccco3)CC2)s1 (stereo not drawn) | 4 | -15 | 2 | 6 | -1 | 2 | 0 | 5
CCOc1ccc(Cl)cc1/C=N/NC(N)=O | 2 | 79* | -5 | 7 | 4 | -12 | 3 | 0
CC(C)CC(=O)Nc1ccc(C(=O)COC(=O)CN2C(=O)NC3(CCCCC3C)C2=O)cc1 (stereo not drawn) | 3 | 11 | -11 | 8 | 0 | -22 | -8 | -18
Cn1c(=O)cc(SCC(=O)NCc2ccco2)c2ccccc21 | -4 | 15 | -6 | 2 | 1 | -1 | 1 | -23
Cc1ccc(/C=C2\OC(=O)c3ccccc32)cc1 | 86* | 20 | 56* | -1 | -3 | 68* | -22 | -190
O=C(COC(=O)CCc1ccccc1)Nc1cc(S(=O)(=O)N2CCOCC2)ccc1N1CCCC1 | -1 | 3 | -5 | 2 | 17 | -20 | 1 | -3
Oc1ccccc1/C=N/N1CCCCC1 | -6 | 4 | 1 | 6 | -4 | 15 | 1 | 4
Nc1nc(NCc2ccccc2Cl)n(-c2ccccc2)n1 | 9 | -8 | -4 | 3 | -6 | -9 | 2 | 15
CCc1noc(C)c1C(=O)NCCc1ccc(F)cc1 | 6 | 8 | -17 | 11 | -3 | -13 | 1 | 7
CCOC(=O)C1CCN(C(=O)CSCc2nc(-c3ccc(OCC)cc3)oc2C)CC1 | 3 | 8 | 5 | 21 | 0 | -12 | -1 | 20
COc1ccc(-n2cccc2C=O)cc1 | -1 | 0 | -16 | -4 | -5 | -36 | -2 | 11
COc1ccc(CNC(=O)C(c2ccncc2)N(C(=O)Cc2cccs2)c2ccccc2)cc1 (stereo not drawn) | x | -4 | x | x | -6 | x | 1 | 19
CSc1nc(N)nc(C2CC2)n1 | -1 | 16 | -8 | -9 | -7 | -20 | -2 | 8
O=c1cc(-c2ccccc2)n(S(=O)(=O)c2ccccc2)o1 | -6 | -10 | -18 | 5 | 0 | -32 | 3 | 15
O=C(Nn1cnnc1)c1ccc(Cl)cc1[N+](=O)[O-] | -3 | -4 | 4 | -16 | 4 | 7 | -20 | 13
CCCN(CC(=O)Nc1ccccc1OC)C(=O)CCC(=O)c1ccc(Cl)s1 | -1 | 5 | -11 | 7 | -1 | -5 | 0 | -24
CCCCCn1c(SCCN2CCOCC2)nc2c1c(=O)[nH]c(=O)n2C | 4 | 19 | -6 | 9 | 1 | 1 | 0 | 8
COc1ccc2c(=O)c3c(=O)n(-c4ccccc4)c(-c4ccc(C)cc4)nc3oc2c1 | 2 | 12 | -1 | 3 | 0 | -4 | 0 | 3
O=C(Nc1ccc2ccccc2c1)/C(=C/c1cccc(Br)c1)NC(=O)c1ccco1 | -2 | 19 | -8 | 4 | 11 | 2 | -9 | 8
CC(NC(=O)c1ccc(S(=O)(=O)N(C)C)cc1)c1ccc(-n2ccnc2)cc1 (stereo not drawn) | -5 | -9 | 15 | 31 | -6 | -23 | 2 | 10
Cc1ccc(S(=O)(=O)Nc2c(C)ccc3nsnc23)cc1 | -6 | 0 | -10 | 4 | 3 | -11 | 3 | -39
CCn1c(=O)cc(SCC(=O)Nc2cc(OC)c(OC)c(OC)c2)c2ccccc21 | -8 | -10 | 0 | -5 | -1 | -5 | -1 | -11
COC(Cn1c2c(c3cc(C)ccc31)CCCC2NCc1ccccc1)OC (stereo not drawn) | x | -1 | x | x | 1 | x | 2 | -8
Cc1cccc(C(=O)NCC(=O)OCC(=O)c2ccc(Cl)s2)c1 | -6 | 2 | 0 | -1 | -1 | -9 | -1 | 0
CN(C)NC(=O)c1ccsc1NC(=O)c1ccc(S(=O)(=O)N(C)C)cc1 | 0 | 12 | 1 | -8 | 3 | 2 | 3 | 0
Cc1ccc(C)c2[nH]c(=O)c(CCNC(=O)CC(C)(C)C)cc12 | 1 | 17 | 2 | 8 | 4 | 8 | 0 | -33
O=C(Nc1ccnn1C1CCN(Cc2ccc(F)cc2)CC1)C1CC1 | -11 | -4 | 10 | 5 | -3 | -7 | -2 | 9
O=C(COC(=O)[C@H](Cc1ccccc1)NC(=O)c1ccco1)Nc1ccccc1OC(F)F | -5 | -10 | 6 | 14 | 0 | 8 | 0 | 4
Cc1ccc(C(=O)Nc2ccc(S(=O)(=O)N3CCOCC3)cc2)cc1C | -10 | 3 | -7 | 6 | -1 | 0 | -1 | 4

9 of these compounds in another layout.
Results follow in this order: SENP7 block | PfGluPho inh | SENP8 block-2 | Apaf1 inhib | HKDC1 inhibitor | SENP6 inh | SENP1 FRET inh | SENP8 block-1
Cc1ccc(S(=O)(=O)Nc2c(C)ccc3nsnc23)cc1
    -6 | 0 | -10 | 4 | 3 | -11 | 3 | -39
CCn1c(=O)cc(SCC(=O)Nc2cc(OC)c(OC)c(OC)c2)c2ccccc21
    -8 | -10 | 0 | -5 | -1 | -5 | -1 | -11
COC(Cn1c2c(c3cc(C)ccc31)CCCC2NCc1ccccc1)OC (stereo not drawn)
    x | -1 | x | x | 1 | x | 2 | -8
Cc1cccc(C(=O)NCC(=O)OCC(=O)c2ccc(Cl)s2)c1
    -6 | 2 | 0 | -1 | -1 | -9 | -1 | 0
CN(C)NC(=O)c1ccsc1NC(=O)c1ccc(S(=O)(=O)N(C)C)cc1
    0 | 12 | 1 | -8 | 3 | 2 | 3 | 0
Cc1ccc(C)c2[nH]c(=O)c(CCNC(=O)CC(C)(C)C)cc12
    1 | 17 | 2 | 8 | 4 | 8 | 0 | -33
O=C(Nc1ccnn1C1CCN(Cc2ccc(F)cc2)CC1)C1CC1
    -11 | -4 | 10 | 5 | -3 | -7 | -2 | 9
O=C(COC(=O)[C@H](Cc1ccccc1)NC(=O)c1ccco1)Nc1ccccc1OC(F)F
    -5 | -10 | 6 | 14 | 0 | 8 | 0 | 4
Cc1ccc(C(=O)Nc2ccc(S(=O)(=O)N3CCOCC3)cc2)cc1C
    -10 | 3 | -7 | 6 | -1 | 0 | -1 | 4

Following part:
molecule | SENP7 block | PfGluPho inh | SENP8 block-2 | Apaf1 inhib | HKDC1 inhibitor | SENP6 inh | SENP1 FRET inh | SENP8 block-1
CCOP(=O)(OCC)C(C#N)=C1SCN(c2ccccc2)CS1 | 0 | 20 | 9 | 12 | -23 | -7 | 2 | 24
CCn1cc(CN2CCCC(C(=O)Nc3ccc(-c4cscn4)cc3)C2)cn1 (stereo not drawn) | 3 | 1 | -1 | -3 | -6 | -6 | 2 | -4
O=C(Cc1ccccc1Cl)NNC(=O)Nc1ccccc1 | -3 | -6 | 0 | 1 | -16 | 1 | 3 | 10
CCOC(=O)c1cc2sccc2n1CC(=O)Nc1ccc(OC)cc1OC | 7 | 26 | -2 | 3 | -9 | 2 | 0 | 15
O=C(COC(=O)c1cccc(F)c1)Nc1ccc(Cl)cn1 | 7 | -2 | -3 | -7 | -4 | 0 | -2 | 10
O=C(NNS(=O)(=O)c1ccccc1[N+](=O)[O-])c1ccc(O)cc1 | 3 | -2 | 0 | -2 | -6 | 4 | 5 | 18
CNC(=O)c1nn(-c2ccccc2)ccc1=O | 3 | -5 | -2 | -6 | -8 | -12 | 2 | 12
C=C1CCC(N(O)c2cc(C)on2)C(=C)CCC2C1CC2(C)C (stereo not drawn) | 8 | 19 | 1 | 18 | 2 | -8 | 4 | 17
CCC1(C)Cc2c(sc3nnn(CC(=O)Nc4ccc(C)cc4)c(=O)c23)CO1 (stereo not drawn) | -7 | 0 | -5 | 8 | 11 | -4 | 2 | 16

Screens (PubChem BioAssay)
